SUMO1 PPI mod: alters human SUMO1 binding to SIM partners | 360,000 tested, 0.33% active | SUMO1 binding to a labelled peptide, TR-FRET, 1 h | AID 602429 | P63165 | inhibition, % at 20 µM; in the data active means inhibition above about 37%
Target sequence (P63165 whole entry, looked up): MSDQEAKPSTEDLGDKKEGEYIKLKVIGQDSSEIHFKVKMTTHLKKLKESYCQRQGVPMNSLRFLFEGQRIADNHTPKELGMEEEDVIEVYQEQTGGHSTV
LMPTP block: LMPTP (human) inhibition | inhibition, % at 20 µM | recombinant LMPTP-A, OMFP fluorogenic substrate, fluorescence intensity | P24666 | 360,000 tested, 0.22% active;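 active means compounds that cut the enzyme signal by at least half of the control window in the single-dose screen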;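 further: plate controls were DMSO wells with enzyme plus substrate for no effect and substrate without enzyme for full effect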
Target sequence (P24666 whole entry, looked up): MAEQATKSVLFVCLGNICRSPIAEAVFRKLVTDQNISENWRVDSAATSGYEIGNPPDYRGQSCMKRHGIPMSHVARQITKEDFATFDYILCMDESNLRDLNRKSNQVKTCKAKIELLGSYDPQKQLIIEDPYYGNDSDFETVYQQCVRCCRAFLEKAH
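Buffer or medium: Bis-Tris pH 6.0, DTT, detergent; Assay system: LMPTP-A enzyme; Quantity: 0.625 nM enzyme; Detection: endpoint fluorescence intensity; Times: 50 min dark incubation at room temperature; Controls: substrate-only low control, DMSO enzyme-plus-substrate high control; Doses: single 20 µM dose; Read-out: percent inhibition versus substrate-only and uninhibited controls; Reagent: 400 µM OMFP.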
CendR NRP1 mod: alters CendR peptide binding to human NRP-1. O14786. FAM-RPARPAR peptide binding to NRP-1, fluorescence polarization. inhibition, % at 25 µM. 360,000 tested, 0.85% active;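 active means inhibition or corrected inhibition above about 18%, plus a signal ratio from 0.5 to 1.5, limit read from the data, passing the limit was not always enough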; further: strong numbers were not always called active
DNMT1 inh: blocks human DNA methyltransferase DNMT1; P26358; DNMT1 molecular beacon, Hinp1I cleavage, fluorescence; inhibition (reported as % activation of signal), % at 10 µM; 360,000 tested, 0.83% active; AID 588458; in the data active means inhibition above about 50%
Scp-1 inhibitor: blocks human Scp-1 phosphatase activity | Recombinant Scp1, phosphopeptide, malachite green phosphate absorbance | inhibition, % at 20 µM | 340,000 tested, 0.88% active;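 active means inhibition above about 50% at 20 µM, limit read from the data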;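 further: plate controls were DMSO wells with enzyme for no effect and wells lacking enzyme for full effect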
Target sequence (Q9GZU7 76-261 limits assumed): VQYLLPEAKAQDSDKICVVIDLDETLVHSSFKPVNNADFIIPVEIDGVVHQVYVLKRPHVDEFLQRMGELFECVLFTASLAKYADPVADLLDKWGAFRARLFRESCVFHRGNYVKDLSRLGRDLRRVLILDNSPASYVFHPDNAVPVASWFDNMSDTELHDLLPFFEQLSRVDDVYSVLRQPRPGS
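Test system – truncated SCP-1 phosphatase (76-261aa) · Reagent – Phosphorylated 17-residue peptide substrate · Incubation – 45 min room-temperature reaction, 5 min colour, 30 min stabiliser · Detection – colorimetric phosphate reagent with accelerator and stabiliser, absorbance at 630 nm · Measure – % inhibition at 20 µM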
Tb MetRS inh: Trypanosoma brucei MetRS inhibition. AID 624268. 360,000 tested, 0.4% active. purified T. brucei MetRS, ATP depletion, Kinase-Glo luminescence. inhibition, % at 11.9 µM;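 active means inhibition above a per-plate cutoff of the control wells' mean inhibition plus 3 SD, cut at about 5.5% in these data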;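 further: 0% = DMSO wells median and 100% = median of wells with control inhibitor compound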
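Dosing: 11.9 µM single point; system: parasite MetRS enzyme; technique: luminescence of leftover ATP; times: 15 min enzyme-compound preincubation, 2 h reaction, 10 min detection, 25 °C; replicates: each compound tested once; read-out basis: percent inhibition relative to median high and low control wells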
STEP block: inhibitors of human striatal-enriched phosphatase STEP; P54829; recombinant STEP, OMFP fluorogenic substrate, fluorescence; inhibition, % at 20 µM; 360,000 tested, 0.25% active; AID 588621;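 active means inhibition at 20 µM, scaled per plate between control wells, above about 37%, limit read from the data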;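 further: 0% = DMSO with enzyme and substrate and 100% = substrate only without enzyme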
Target sequence (P54829 whole entry, looked up): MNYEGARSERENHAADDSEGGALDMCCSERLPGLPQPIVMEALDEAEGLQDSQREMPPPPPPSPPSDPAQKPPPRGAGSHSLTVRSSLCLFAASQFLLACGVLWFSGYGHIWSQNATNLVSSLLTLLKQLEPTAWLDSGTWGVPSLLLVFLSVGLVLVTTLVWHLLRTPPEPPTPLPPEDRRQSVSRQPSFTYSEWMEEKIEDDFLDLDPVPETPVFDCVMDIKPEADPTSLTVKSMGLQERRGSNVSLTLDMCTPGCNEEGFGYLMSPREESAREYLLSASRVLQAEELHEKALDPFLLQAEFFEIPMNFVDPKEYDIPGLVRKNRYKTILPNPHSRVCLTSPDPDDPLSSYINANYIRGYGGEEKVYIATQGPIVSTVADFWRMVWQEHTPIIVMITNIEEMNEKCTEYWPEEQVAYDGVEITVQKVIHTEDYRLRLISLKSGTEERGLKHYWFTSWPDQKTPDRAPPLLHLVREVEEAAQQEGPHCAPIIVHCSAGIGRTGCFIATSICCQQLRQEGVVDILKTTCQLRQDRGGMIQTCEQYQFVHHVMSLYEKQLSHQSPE
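System: isolated STEP enzyme; schedule: 20 min enzyme reaction at room temperature, protected from light; medium: Bis-Tris buffer pH 6.0, 2.5 mM DTT, 0.005% Tween 20; signal: fluorescence, 480/540 nm; dosing: single compound dose of 20 µM, 1% DMSO final; also added: OMFP substrate, 25 µM final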
SKN-1 inh: inhibitors of C. elegans SKN-1; AID 624304; 360,000 tested, 0.49% active; inhibition, % at 21.8 µM; C. elegans VP596 Pgst-4::GFP/RFP ratio, acrylamide-induced, 24 h;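 active means interference check ratio from 0.5 to 1.5 plus GFP to RFP signal ratio inhibition reaching or exceeding a fixed threshold, cut at about 30% in these data, passing the limit was not always enough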; further: some compounds called inactive have numbers as strong as hits
Neddyl block: cullin neddylation inhibition; 360,000 tested, 0.58% active; AID 651699; calls only at 25 µM; TR-FRET cullin neddylation, biochemical; P61081+Q13564; in the data active means inhibition above about 36%
NadD inh: NadD (S. aureus) enzyme inhibition; 360,000 tested, 0.78% active; AID 602399; purified NadD enzyme, colorimetric absorbance read-out; inhibition, % at 20 µM; in the data active means inhibition above about 26%; further: some compounds past the cut are filed as inactive
The depositor's hits bear a star; i = inactive; x = no result given; + = active, no number.

Sequence of screens – SUMO1 PPI mod	LMPTP block	CendR NRP1 mod	DNMT1 inh	Scp-1 inhibitor	Tb MetRS inh	STEP block	SKN-1 inh	Neddyl block	NadD inh
1. CCOC(=O)c1[nH]c2ccc(C)cc2c1N=C(C)N(C)C
 : -10	-1.2	28*	4	-2	-1.2	-4	9	i	2
2. COc1ccc(CCN2C(=NC(=O)CCC(=O)O)SC3CS(=O)(=O)CC32)cc1 (stereo unspecified)
 : -3	-0.9	-10	2	-5	0.1	-2	1	i	-2
3. COc1ccc(C(=O)NCc2ccncc2)cc1S(=O)(=O)NCc1ccc(Cl)cc1
 : -7	-0.6	0	-2	-6	-0.1	-3	-10	i	1
4. Cc1ccc(C)c(N2CC(C(=O)OCC(=O)Nc3cc(C)on3)CC2=O)c1 (stereo unspecified)
 : -1	-1.3	11	3	-1	-1.1	-4	16	i	-4
5. CCCCNC(C(=O)Nc1ccc([N+](=O)[O-])cc1Br)c1ccccc1 (stereo unspecified)
 : -6	0.7	8	-1	-7	0.6	1	4	i	-2
6. CC(=O)Nc1ccc(N2C(=O)CSC2c2cccc(Br)c2)cc1 (stereo unspecified)
 : -1	0.1	0	0	-9	-0.2	0	14	i	-7
7. c1ccc(CN2CCC3(CC2)Nc2ccccc2S3)cc1
 : -3	-0.5	8	-3	-11	0.8	-3	-4	i	2
8. C=CCN1C(=O)N(/C=C/C)c2cccc3cccc1c23
 : -10	1.2	-1	-6	-10	-0.3	-2	-18	i	-4
9. CCOC(=O)c1sc2nc(CN3CCCCC3)nc(Cl)c2c1C
 : 1	-0.2	10	0	-4	-0.5	-1	3	i	-8
10. Cc1cc(NC(=O)CSc2nc(=O)n3cc(Cl)ccc3n2)no1
 : -18	-0.8	-31	7	-3	-0.3	0	7	i	-4
11. CCn1nnc(-c2ccc(N)cc2)n1
 : 4	-2.5	4	-1	-4	0.3	-4	-8	i	0
12. Cc1ccc(C(=O)c2ccccc2C(=O)OCC(=O)Nc2cccc([N+](=O)[O-])c2)cc1
 : -15	2.8	-5	-9	-10	0.6	-1	18	i	-9
13. CC(=O)Nc1cccc(-c2ccnc3c2CC(C(=O)Nc2ccccc2)O3)c1 (stereo unspecified)
 : 5	0.0	-3	0	x	-0.1	-1	2	i	-1
14. Cc1ccc(S(=O)(=O)Nc2ccc3nc(-c4cccn4C)[nH]c3c2)cc1
 : 10	0.5	-1	-17	3	0.9	-3	31	i	9
15. COc1ccccc1CN1CC(C(=O)NCCCCc2ccccn2)CCC1=O (stereo unspecified)
 : -4	-1.0	-8	-1	x	-0.2	0	0	i	3
16. O=C(N/C(=C\c1ccco1)C(=O)N1CCCC(CO)C1)c1ccccc1 (stereo unspecified)
 : -3	4.5	0	1	-3	-0.2	2	15	i	0
17. NC(=O)c1ccc(NC(=O)COC(=O)C2COc3ccccc3O2)cc1 (stereo unspecified)
 : -1	-1.3	4	-4	-15	0.3	-4	5	i	3
18. CCOC(=O)c1cn(-c2ccc(F)c(F)c2F)c2c(F)c(F)c(F)cc2c1=O
 : -2	-0.5	4	-6	-3	0.1	-2	-2	i	4
19. C=CCNC(=S)N/N=C(\C)c1ccccn1
 : 1	-0.3	-5	0	-5	-1.1	-3	-17	i	-5
20. Cc1noc(NS(=O)(=O)c2ccc(NC(=O)COc3ccc(C#N)cc3)cc2)c1C
 : 4	-2.0	-2	-2	0	0.1	3	-3	i	-7
21. O=C(COC(=O)c1cccc(NS(=O)(=O)c2ccc(F)c(F)c2)c1)NC(=O)NC1CCCC1
 : 3	0.6	1	10	-5	-1.1	-5	8	i	-9
22. Cc1c(C)c2ccc(OC(C)C(=O)N3C[C@H]4C[C@@H](C3)c3cccc(=O)n3C4)c(C)c2oc1=O (stereo partly specified)
 : 2	-1.4	-20	-2	4	1.0	-1	20	+	1
23. Cc1cccc(NC(=O)c2ccccn2)c1C
 : 1	-2.0	2	1	1	0.4	-2	14	i	0
24. O=C(O)c1ccc(OCCn2ccnc2)cc1
 : 2	-1.4	-6	4	-6	0.0	-5	3	i	1
25. Cc1cc([N+](=O)[O-])nn1CC(=O)N/N=C/c1ccccc1O
 : -6	-1.2	3	-2	-20	0.3	3	-4	i	-5
26. Cc1sc2nc(SCC(=O)N(CCO)CCO)nc(N)c2c1C
 : 5	1.3	-8	6	-3	-0.1	-5	-1	i	4
27. CCN(C(=O)COC(=O)c1ccc(C)c(S(=O)(=O)N2CCCCC2)c1)C1CCS(=O)(=O)C1 (stereo unspecified)
 : -3	-0.1	2	2	4	-0.1	1	9	i	0
28. CCC1CCCCN1S(=O)(=O)c1ccc([N+](=O)[O-])cc1 (stereo unspecified)
 : -41	-0.6	6	-2	6	-1.2	0	-6	i	-1
29. COc1ccc2c(c1)c(=O)oc1cc(OCC(=O)NC3CCCCC3)ccc12
 : -17	3.7	-6	52*	70*	-0.1	6	25	x	11
30. Cc1ccccc1Sc1c(C#N)c(-c2ccccc2)nn1C
 : -1	2.6	-14	-8	-20	-0.8	0	12	i	9
31. CCOc1ccc2nc(N3C(=O)/C(=C/c4ccc(Cl)cc4)NC3=S)sc2c1
 : 79*	39	-45	94*	55*	0.6	4	-6	i	49*
32. Cc1sc2nc(SCC(=O)N(C)Cc3ccccc3)n(-c3ccccc3)c(=O)c2c1C
 : -2	4.9	2	70*	-11	-0.3	5	10	i	9
33. COc1cc2c(cc1OC)CN(C1CCCN(Cc3cc(Cl)ccc3O)C1)CC2 (stereo unspecified)
 : -5	1.5	11	-4	-9	-0.8	-2	19	i	-6
34. COc1ccc(CCNC(=O)Cn2c(=O)oc3cc(Cl)ccc32)cc1OC
 : 5	-1.3	-7	-1	-1	0.5	4	-5	i	-3
35. CC1CCCN(CC(=O)Nc2cc(S(=O)(=O)N3CCOCC3)ccc2N2CCCC2)C1 (stereo unspecified)
 : -2	-1.5	5	-1	-3	0.0	-5	-2	i	-5
36. Cc1cc(C)c2c(n1)sc1c(=O)[nH]c(SCc3ccccc3)nc12
 : 0	0.5	8	7	-2	0.5	-1	-5	i	29*
37. O=S1(=O)C=C(SCCN2CCCC2)c2ccccc21
 : 2	-0.6	-6	2	-5	-0.3	-2	10	i	-2
38. CCCN1CCN(CCCNC(=O)C2CCN(c3nnc(-n4cccc4)s3)CC2)CC1
 : -8	-6.8	4	0	-3	-0.6	0	12	i	3
39. CCc1nc2sc(C)c(C)c2c(=O)n1CCO
 : -3	-1.0	7	1	-15	0.8	-1	12	i	4
40. COc1ccc(CC(C(=O)Nc2cc(C)ccc2C)/C(N)=N/O)cc1 (stereo unspecified)
 : -3	-1.3	-8	-7	0	-0.6	-3	-46	i	-7

(continued)
Screens by letter – A = SUMO1 PPI mod; B = LMPTP block; C = CendR NRP1 mod; D = DNMT1 inh; E = Scp-1 inhibitor; F = Tb MetRS inh; G = STEP block; H = SKN-1 inh; I = Neddyl block; J = NadD inh
(41) Cc1ccc(-c2nc(CN(CC3CCC3)CC3CCCO3)c(C)o2)s1 (stereo unspecified)
  A: -5 | B: 1.0 | C: -10 | D: -3 | E: 6 | F: 0.2 | G: -2 | H: 5 | I: i | J: -1
(42) CCN(CC)S(=O)(=O)c1cc(C(=O)OCC(=O)NC2CCCc3ccccc32)ccc1C (stereo unspecified)
  A: -5 | B: 1.1 | C: -1 | D: 2 | E: -4 | F: -0.4 | G: 0 | H: 6 | I: i | J: -5
(43) COc1cccc(NC(=O)CNC(=O)N2CC(=O)Nc3ccccc32)c1
  A: -1 | B: 0.0 | C: 0 | D: 2 | E: -6 | F: 0.1 | G: 3 | H: 25 | I: i | J: 3
(44) O=[N+]([O-])c1ccc(N2CCCC2)cc1NC1CC1
  A: -23 | B: 2.4 | C: 6 | D: 3 | E: -4 | F: -0.3 | G: 24 | H: 8 | I: i | J: -4
(45) CSc1nnc(Cc2sc(-c3ccccc3)nc2-c2ccccc2)o1
  A: -5 | B: 2.2 | C: -4 | D: -6 | E: -13 | F: -0.6 | G: 5 | H: 1 | I: i | J: -3
(46) COc1ccc(S(=O)(=O)N2CCCCCC2)cc1C(=O)OC(C)C(N)=O (stereo unspecified)
  A: 1 | B: 1.1 | C: -10 | D: 0 | E: -2 | F: -0.2 | G: 0 | H: -8 | I: i | J: -2
(47) CC(C)CC(COCc1ccc(F)cc1)N1CCN(C(=O)c2cccc(C(F)(F)F)c2)CCC1=O (stereo unspecified)
  A: 11 | B: 0.7 | C: 6 | D: 1 | E: -11 | F: -0.1 | G: -2 | H: 5 | I: i | J: 0
(48) C=CCNc1nc(-c2ccc(OC)cc2OC)cs1
  A: -6 | B: 0.3 | C: -11 | D: -9 | E: -5 | F: -0.2 | G: 2 | H: 16 | I: i | J: 3

Gathered by group: the entries above with a thiophene ring, fused or not.
Screens by letter – A = SUMO1 PPI mod; B = LMPTP block; C = CendR NRP1 mod; D = DNMT1 inh; E = Scp-1 inhibitor; F = Tb MetRS inh; G = STEP block; H = SKN-1 inh; I = Neddyl block; J = NadD inh
(9) CCOC(=O)c1sc2nc(CN3CCCCC3)nc(Cl)c2c1C
  A: 1 | B: -0.2 | C: 10 | D: 0 | E: -4 | F: -0.5 | G: -1 | H: 3 | I: i | J: -8
(26) Cc1sc2nc(SCC(=O)N(CCO)CCO)nc(N)c2c1C
  A: 5 | B: 1.3 | C: -8 | D: 6 | E: -3 | F: -0.1 | G: -5 | H: -1 | I: i | J: 4
(32) Cc1sc2nc(SCC(=O)N(C)Cc3ccccc3)n(-c3ccccc3)c(=O)c2c1C
  A: -2 | B: 4.9 | C: 2 | D: 70* | E: -11 | F: -0.3 | G: 5 | H: 10 | I: i | J: 9
(36) Cc1cc(C)c2c(n1)sc1c(=O)[nH]c(SCc3ccccc3)nc12
  A: 0 | B: 0.5 | C: 8 | D: 7 | E: -2 | F: 0.5 | G: -1 | H: -5 | I: i | J: 29*
(39) CCc1nc2sc(C)c(C)c2c(=O)n1CCO
  A: -3 | B: -1.0 | C: 7 | D: 1 | E: -15 | F: 0.8 | G: -1 | H: 12 | I: i | J: 4
(41) Cc1ccc(-c2nc(CN(CC3CCC3)CC3CCCO3)c(C)o2)s1 (stereo unspecified)
  A: -5 | B: 1.0 | C: -10 | D: -3 | E: 6 | F: 0.2 | G: -2 | H: 5 | I: i | J: -1

High-throughput results: PubChem BioAssay, several laboratories
